MT1-MMP act inh = blocks activation of human MT1-MMP; P50281; HT1080 RFP-PRO-GFP cells, GFP/RFP ratio fluorescence, overnight; percent of plate control window, DMSO zero; GFP/RFP ratio change, % at 20 µM; 360,000 tested, 0.061% active; AID 651647;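 active = GFP/RFP ratio change of at least 30% with cell ATP level not reduced by more than half and red fluorescence within 50% of control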; also: strong numbers were not always called active
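Assay system – RFP-PRO-GFP reporter HT1080 cells · Compound dosing – single dose of 20 µM compound, 1% DMSO final · Incubation – overnight compound exposure at 37 °C · Measure – GFP/RFP fluorescence ratio · Benchmarks – DMSO wells and RFP-L50D-GFP cells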
Rpn11 block = blocks the human proteasome subunit Rpn11 | human 26S proteasome, Ub4-pepOG fluorescence polarization; 20S core pre-blocked with epoxomicin | calls only at 20 µM | O00487 | 360,000 tested, 0.59% active | AID 588493;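 active = inhibition at 20 µM, scaled to each plate's controls, above about 33%, limit read from the data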
Target sequence (O00487 whole entry, looked up): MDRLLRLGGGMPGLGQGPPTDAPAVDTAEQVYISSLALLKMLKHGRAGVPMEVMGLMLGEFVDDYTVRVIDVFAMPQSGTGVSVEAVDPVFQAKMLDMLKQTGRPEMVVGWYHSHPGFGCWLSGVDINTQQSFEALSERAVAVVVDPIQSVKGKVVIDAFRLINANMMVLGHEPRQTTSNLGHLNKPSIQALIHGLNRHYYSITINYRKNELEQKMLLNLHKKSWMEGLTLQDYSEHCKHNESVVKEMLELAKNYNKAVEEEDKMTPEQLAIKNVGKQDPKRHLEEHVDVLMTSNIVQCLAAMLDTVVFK
LMPTP block = LMPTP (human) inhibition; AID 651560; recombinant LMPTP-A, OMFP fluorogenic substrate, fluorescence intensity; 360,000 tested, 0.22% active; inhibition, % at 20 µM; P24666;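 active = compounds that cut the enzyme signal by at least half of the control window in the single-dose screen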;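 also: plate controls were DMSO wells with enzyme plus substrate for no effect and substrate without enzyme for full effect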
Target sequence (P24666 whole entry, looked up): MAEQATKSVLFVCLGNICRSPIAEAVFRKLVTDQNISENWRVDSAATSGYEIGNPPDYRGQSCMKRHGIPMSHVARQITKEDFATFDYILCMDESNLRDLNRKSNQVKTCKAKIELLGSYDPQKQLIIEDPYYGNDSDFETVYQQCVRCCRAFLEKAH
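Test system – LMPTP-A enzyme · Amount – LMPTP-A at 0.625 nM final in the reaction · Buffer or medium – Bis-Tris pH 6.0, DTT, detergent · Reagent – OMFP 400 µM · Doses – single 20 µM dose · Schedule – reaction 50 min, room temperature, dark · Detection – fluorescence intensity of OMFP turnover product · Evaluation – percent inhibition versus substrate-only and uninhibited controls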
NadD inh = NadD (S. aureus) enzyme inhibition. purified NadD enzyme, colorimetric absorbance read-out. 360,000 tested, 0.78% active. inhibition, % at 20 µM; in the data active = inhibition above about 26%; also: some compounds past the cut are filed as inactive
Scp1 inh = inhibitors of human Scp-1 phosphatase; 340,000 tested, 0.88% active; AID 493091; inhibition, % at 20 µM; Recombinant Scp1, phosphopeptide, malachite green phosphate absorbance;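 active = inhibition above about 50% at 20 µM, limit read from the data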;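 also: plate controls were DMSO wells with enzyme for no effect and wells lacking enzyme for full effect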
Target sequence (Q9GZU7 76-261 limits assumed): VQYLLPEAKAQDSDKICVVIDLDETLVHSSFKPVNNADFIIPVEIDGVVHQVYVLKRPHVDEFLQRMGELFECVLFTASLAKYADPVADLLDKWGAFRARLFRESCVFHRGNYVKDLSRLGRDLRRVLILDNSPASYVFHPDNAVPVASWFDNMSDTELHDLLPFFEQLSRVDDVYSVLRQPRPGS
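System: truncated SCP-1 phosphatase (76-261aa); medium: Tris acetate buffer pH 5.5 with MgCl2 and Tween-20; incubation: 45 min room-temperature reaction, 5 min colour, 30 min stabiliser; compound: single 20 µM dose, 1% DMSO; reagent: Phosphorylated 17-residue peptide substrate; read-out: % inhibition at 20 µM; technique: colorimetric free-phosphate detection, absorbance 630 nm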
SUMO1-SIM PPI = SUMO1-SIM interaction modulation; inhibition, % at 20 µM; P63165; AID 602429; SUMO1 binding to a labelled peptide, TR-FRET, 1 h; 360,000 tested, 0.33% active; in the data active = inhibition above about 37%
Target sequence (P63165 whole entry, looked up): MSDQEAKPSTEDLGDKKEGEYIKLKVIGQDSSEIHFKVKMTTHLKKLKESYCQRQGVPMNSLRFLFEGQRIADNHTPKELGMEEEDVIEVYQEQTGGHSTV
DNMT1 inh = inhibitors of human DNMT1; DNMT1 molecular beacon, Hinp1I cleavage, fluorescence; inhibition (reported as % activation of signal), % at 10 µM; 360,000 tested, 0.83% active; in the data active = inhibition above about 50%
SKN-1 block = blocks SKN-1 activity in C. elegans; inhibition, % at 21.8 µM; C. elegans VP596 Pgst-4::GFP/RFP ratio, acrylamide-induced, 24 h; 360,000 tested, 0.49% active;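 active = interference check ratio from 0.5 to 1.5 plus GFP to RFP signal ratio inhibition reaching or exceeding a fixed threshold, cut at about 30% in these data, passing the limit was not always enough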; also: some compounds called inactive have numbers as strong as hits
CendR NRP1 mod = modulators of CendR peptide binding to human neuropilin-1 | 360,000 tested, 0.85% active | AID 602438 | inhibition, % at 25 µM | FAM-RPARPAR peptide binding to NRP-1, fluorescence polarization;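 active = inhibition or corrected inhibition above about 18%, plus a signal ratio from 0.5 to 1.5, limit read from the data, passing the limit was not always enough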; also: strong numbers were not always called active
STEP block = inhibitors of human striatal-enriched phosphatase STEP | P54829 | inhibition, % at 20 µM | AID 588621 | 360,000 tested, 0.25% active | recombinant STEP, OMFP fluorogenic substrate, fluorescence;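 active = inhibition at 20 µM, scaled per plate between control wells, above about 37%, limit read from the data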;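 also: 0% = DMSO with enzyme and substrate and 100% = substrate only without enzyme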
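System: STEP (striatal-enriched tyrosine phosphatase) enzyme, cell-free; medium: Bis-Tris pH 6.0 buffer with DTT, detergent; dosing: 20 µM, 1% DMSO; times: reaction 20 min, ambient temperature; detection: fluorescence, 480/540 nm; read-out basis: normalized % inhibition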
* hit, by the source's call; i = inactive; x = no result given.

SMILES | MT1-MMP act inh | Rpn11 block | LMPTP block | NadD inh | Scp1 inh | SUMO1-SIM PPI | DNMT1 inh | SKN-1 block | CendR NRP1 mod | STEP block
CC1CN(CCS(=O)(=O)c2cc(Cl)ccc2Cl)CC(C)O1 (stereo not drawn) | 4.0 | i | 0.7 | -0.7 | -2.0 | 7.5 | -3.1 | -7.6 | 6.5 | 0.0
COc1ccc(N2CCN(S(=O)(=O)c3cc4c(cc3C)N(C(C)=O)CCO4)CC2)cc1 | -2.8 | i | -0.6 | 1.7 | -6.5 | 4.8 | -7.2 | -3.8 | 5.7 | 0.0
COc1ccc(Nc2nc3ccccc3nc2C)cc1 | -10.3 | i | -0.2 | 5.0 | -8.0 | -18.9 | -1.2 | 13.6 | -30.1 | 0.0
Cc1n(CC(=O)c2ccc(F)cc2)c2ccccc2[n+]1C | 2.0 | i | 0.6 | 2.4 | 1.2 | -4.5 | 3.7 | -0.7 | 7.9 | -1.3
CCNC(=S)N/N=C/c1c(C)nn(-c2cccc(Cl)c2)c1Cl | 7.2 | i | 1.0 | -2.3 | 10.7 | -5.0 | -1.7 | 6.4 | -4.5 | -0.5
CS(=O)c1ccccc1-c1nc(-c2ccc([N+](=O)[O-])cc2)no1 (stereo not drawn) | -9.6 | i | -0.1 | -1.1 | 2.5 | -37.4 | 2.0 | -11.1 | 9.0 | -1.8
O=C(c1ccccc1F)N1CCCC(N2CCN(Cc3ccc4c(c3)OCO4)CC2)C1 (stereo not drawn) | -1.4 | i | -1.3 | 7.5 | x | 1.8 | 2.3 | 4.1 | -4.8 | 3.1
CC[C@H](C)[C@@H](CN[C@H](C)CNC)NCCC(c1ccccc1)c1ccccc1 | 2.7 | i | -1.6 | -7.6 | -5.9 | -15.0 | 0.5 | 6.0 | -13.5 | -3.2
O=C(Nc1nc(-c2nc3ccccc3s2)cs1)C1CC1 | 0.1 | i | 1.9 | -6.4 | 1.2 | -13.2 | -5.2 | -17.9 | -4.3 | -3.9
O=C(N1CCN(c2ccc(F)cc2)CC1)C12CC3CC(CC(C3)C1)C2 | 0.0 | i | 0.3 | -6.5 | -14.7 | 21.7 | -2.8 | 12.3 | -5.0 | 0.6
O=[N+]([O-])c1ccccc1-n1cnc2ccccc21 | -2.9 | i | 1.6 | -0.4 | -0.9 | -13.2 | -0.1 | 6.1 | 1.2 | 4.3
CCNC(=S)N/N=C(\C)c1ccco1 | -7.4 | i | -0.8 | -1.4 | -3.4 | 1.2 | -1.1 | -3.2 | 8.6 | 1.7
CCN(CC)C(=O)C1CCC(C)(C(=O)O)C1(C)C (stereo not drawn) | 3.6 | i | 0.0 | -5.2 | -2.2 | 1.7 | -0.7 | -6.4 | 4.0 | -0.1
CCSc1nnc(NC(=O)c2nc(-c3ccccc3)n(-c3ccccc3)n2)s1 | -1.0 | i | -0.4 | 4.6 | -6.7 | 11.0 | 3.9 | -16.7 | -9.2 | -1.8
COc1ccc(S(=O)(=O)NCC2CCC(C(=O)NCc3ccc(F)cc3)CC2)cc1 (stereo not drawn) | 1.3 | i | 0.0 | -3.2 | -14.2 | 1.3 | 2.0 | 7.1 | -1.9 | 0.0
OCCC1CN(Cc2cnn(-c3ccccc3Cl)c2)CCN1Cc1ccsc1 (stereo not drawn) | 6.2 | i | 1.5 | -10.0 | -5.2 | 3.4 | 1.7 | -11.3 | -6.4 | -4.7
COc1cccc(-c2cnc3c(NC(C)=O)cc(-c4ccsc4)cn23)c1 | -6.9 | i | 4.5 | 8.8 | x | -1.8 | 1.4 | 8.0 | -5.6 | 4.8
CCC(=O)N1N=C(c2ccc(NS(=O)(=O)c3ccc(C)cc3)cc2)CC1c1ccco1 (stereo not drawn) | -3.6 | i | 4.0 | 2.7 | -9.7 | 2.2 | -11.7 | -3.3 | -9.8 | 0.7
CCn1c(-c2cc(-c3cc(OC)ccc3OC)nc3ccccc23)n[nH]c1=S | 0.1 | i | 1.1 | 2.6 | -4.3 | 6.3 | -2.2 | 6.3 | 10.4 | 11.3
COc1ccc(CCNc2cc(C)nc3c(-c4ccccc4)c(C)nn23)cc1OC | -0.5 | i | 0.4 | -0.4 | -2.3 | 7.0 | -3.1 | 10.4 | -3.6 | -1.8
C[C@@H]1CN([C@H](C)CO)C(=O)CCCn2cc(nn2)CO[C@H]1CN(C)C(=O)NC1CCCCC1 | 0.4 | i | -1.0 | 2.4 | x | 2.3 | 0.6 | -12.9 | 0.0 | -1.9
Cc1nc(NCCN2CCOCC2)c2nnn(Cc3ccccc3Cl)c2n1 | -3.2 | i | -1.2 | -8.0 | -8.7 | 2.3 | 0.2 | -19.7 | -10.8 | -2.9
COCCSc1nnc(NC(=O)CS(=O)(=O)c2ccccc2)s1 | 3.0 | i | -0.8 | 1.6 | -10.1 | 1.1 | 1.1 | -1.1 | 2.4 | -3.2
O=C(c1cccc(Br)c1)N1CCN(C(=O)N2CCOCC2)CC1 | -2.3 | i | 1.0 | 2.3 | -6.1 | -2.5 | -2.9 | 8.5 | 6.0 | -0.2
CSCCC(NS(=O)(=O)c1ccccc1)C(=O)Nc1nccs1 (stereo not drawn) | -1.4 | i | 0.2 | 1.5 | -6.9 | 6.1 | 0.1 | 21.9 | -20.0 | -1.4

Compounds shown so far that have fluorine, in the order listed:
SMILES | MT1-MMP act inh | Rpn11 block | LMPTP block | NadD inh | Scp1 inh | SUMO1-SIM PPI | DNMT1 inh | SKN-1 block | CendR NRP1 mod | STEP block
Cc1n(CC(=O)c2ccc(F)cc2)c2ccccc2[n+]1C | 2.0 | i | 0.6 | 2.4 | 1.2 | -4.5 | 3.7 | -0.7 | 7.9 | -1.3
O=C(c1ccccc1F)N1CCCC(N2CCN(Cc3ccc4c(c3)OCO4)CC2)C1 (stereo not drawn) | -1.4 | i | -1.3 | 7.5 | x | 1.8 | 2.3 | 4.1 | -4.8 | 3.1
O=C(N1CCN(c2ccc(F)cc2)CC1)C12CC3CC(CC(C3)C1)C2 | 0.0 | i | 0.3 | -6.5 | -14.7 | 21.7 | -2.8 | 12.3 | -5.0 | 0.6
COc1ccc(S(=O)(=O)NCC2CCC(C(=O)NCc3ccc(F)cc3)CC2)cc1 (stereo not drawn) | 1.3 | i | 0.0 | -3.2 | -14.2 | 1.3 | 2.0 | 7.1 | -1.9 | 0.0

(further entries)
SMILES | MT1-MMP act inh | Rpn11 block | LMPTP block | NadD inh | Scp1 inh | SUMO1-SIM PPI | DNMT1 inh | SKN-1 block | CendR NRP1 mod | STEP block
O=C(O)CCCNc1ccc(S(=O)(=O)N2CCCCC2)cc1 | -1.4 | i | 0.1 | -3.3 | 2.2 | -0.5 | 2.5 | 10.2 | 12.7 | -1.4
O=C(COC(=O)Cc1ccc(Br)cc1)NCC1CCCO1 (stereo not drawn) | 5.2 | i | -1.3 | -0.3 | -7.6 | 3.5 | -0.6 | 7.6 | -3.2 | -0.5
Cc1ccc(-c2nn(CC(=O)NCc3ccccn3)c(=O)c3ccccc23)cc1S(=O)(=O)N(C)C | 0.3 | i | -0.7 | 3.4 | -3.4 | -3.7 | 0.9 | 7.9 | 13.3 | 1.0
CCn1c(=O)c2[nH]c(Cl)nc2n(CC)c1=O | 8.1 | i | -1.9 | -1.7 | x | 8.4 | 0.5 | 1.9 | -6.3 | -3.4
CC(C)NC(=O)COCc1cc(-c2ccc3c(c2)OCO3)on1 | -3.7 | i | -0.7 | -3.2 | -12.3 | 3.3 | 1.6 | -8.7 | 3.1 | 1.0
C/C(=N/NC(=O)c1ccc(Cl)s1)c1ccc(NC(=O)COc2ccc(Cl)cc2)cc1 | 1.2 | i | 2.3 | -4.0 | -11.7 | -1.2 | 36.2 | 21.9 | 10.9 | 1.4
Cc1nnc(NCc2ccncc2)c2ccccc12 | -4.1 | i | 17.6 | 9.0 | -1.3 | -0.8 | 9.6 | 17.7 | -34.8 | -2.4
CNc1ncc(C(=O)c2ccc(Cl)c(Cl)c2)s1 | 7.6 | i | -0.3 | -1.2 | 0.4 | -19.1 | 0.2 | 10.3 | 0.1 | -1.6
C=C(C)CNC(=S)N=Nc1c(O)[nH]c2ccc([N+](=O)[O-])cc12 | 9.4 | i | 2.6 | 0.5 | -10.6 | -13.5 | -6.2 | 8.9 | -3.0 | -0.1
COc1ccc(S(=O)(=O)Nc2ccc(-c3ccc4nnc(C)n4n3)cc2)c(OC)c1 | 7.1 | i | 5.8 | 6.9 | 2.3 | -17.0 | -25.2 | -0.1 | -8.7 | 4.8
Cc1cc(NC(=O)CSc2nnc(C(C)N(C)C)n2-c2ccc(F)cc2)no1 (stereo not drawn) | -1.4 | i | -1.4 | -2.6 | -0.4 | 0.6 | 4.6 | -1.7 | -0.8 | -4.6
CC1CCN(CCCNC(=O)C2CCC(CNS(=O)(=O)c3cccc4nsnc34)CC2)CC1 (stereo not drawn) | 0.1 | i | 1.4 | 9.4 | 2.9 | -29.5 | 0.3 | 7.6 | 5.9 | 1.2
COCCn1c(SCC(=O)Nc2cc(OC)ccc2OC)nc2c(c1=O)SC(C)C2 (stereo not drawn) | -0.7 | i | -1.6 | -5.3 | 3.5 | 3.4 | 1.9 | 15.7 | 1.1 | 1.1
Cc1ccc(S(=O)(=O)N(C)CC(=O)N(C)Cc2cccs2)cc1 | 2.2 | i | -0.1 | -0.2 | x | -2.3 | 8.1 | 15.7 | 2.3 | -1.3
O=C(CCNS(=O)(=O)c1cccc2nonc12)NC1CCCCCC1 | -1.0 | i | -0.2 | -4.7 | -0.5 | -20.6 | -0.3 | 6.3 | -1.8 | -2.0
NS(=O)(=O)c1ccc(CCNC(=O)C(=O)c2c[nH]c3ccccc23)cc1 | -2.4 | i | 0.1 | 0.7 | -6.3 | 2.4 | -2.8 | 2.1 | -27.7 | -0.7
COc1cc(OC)c(C2C(C#N)=C(N)OC3=C2C(=O)CC(C)(C)C3)cc1OC (stereo not drawn) | 1.1 | i | -0.5 | 5.2 | 0.8 | -0.8 | -2.9 | 4.9 | -12.3 | 2.4
O=C(NN1C(=O)C2C(C1=O)C1C=CC2C12CC2)c1ccccc1 (stereo not drawn) | -4.2 | i | -1.5 | 0.1 | -4.0 | -3.1 | -1.0 | 1.3 | -1.9 | -2.1
Cc1ccc(-c2nn(-c3ccccc3)cc2CO)o1 | -1.0 | i | -1.1 | 2.0 | -0.6 | 8.1 | 0.2 | -13.1 | 1.1 | -5.2
Cn1c(-[n+]2c(-c3ccccc3)cc(-c3ccccc3)cc2-c2ccccc2)nc2cc([N+](=O)[O-])ccc21 | -3.8 | i | -0.8 | 3.9 | 2.4 | -17.7 | 0.2 | 3.4 | 6.1 | 2.4

Bioassay records as filed in PubChem BioAssay.
